aGal spleen mod – inhibits or activates alpha-galactosidase in human spleen homogenate | P06280 | human spleen homogenate, 4MU-alpha-Gal fluorescence, 40 min | Potency, µM (series often up to 80 µM), without a hit: at the highest dose activity change, negative = inhibition, most hits filed as inhibitors | actives 0.008% (n = 240,000) | AID 2107;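 also: 0% = enzyme with vehicle and -100% = no enzyme basal signal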
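Human spleen homogenate (1 ug) was the enzyme source, with 4-methylumbelliferyl-alpha-D-galactopyranoside (1 mM final) in pH 5.0 citrate buffer with 0.01% Tween-20. Compounds were titrated; after 40 min at 37C, NaOH/glycine stop, 4-MU fluorescence read; AC50 from Hill fits.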
ALDH1A1 inh – ALDH1A1 (human) enzyme inhibition; P00352; Purified ALDH1A1, NADH fluorescence, propionaldehyde substrate; Potency, µM (highest dose often 75.3 µM), for the others: at the top dose activity, negative = inhibition, hits mostly inhibitors; actives 7.3% (n = 220,000); AID 1030; active = well fitted inhibition curve with a large enough effect, not every such curve was filed as active; inconclusive = small, poorly fitted or top-dose-only effect, or another doubt; inactive = no such curve, though single readings can be large or run the other way;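 also: plate controls were no enzyme wells and a reference inhibitor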
Tau fluor counter – counter-screen for tau fibril formation inhibitors; tau K18 P301L Alexa594 fluorescence, heparin fibrillization; Potency, µM (titrated, usually from 57.7 µM), inactives show at the top dose activity change, negative = decrease; actives 0.93% (n = 280,000); AID 1463; also: nearly all actives have a fitted effect of over 55% in size
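Human tau K18 P301L (15 uM unlabeled, 0.24 uM Alexa 594-labeled) in 100 mM sodium acetate pH 7 with 20 uM heparin, 6 hr at 37 C. ThT 30 uM added, 1 hr ambient; Alexa 594 FP and total fluorescence read at 555/632 nm.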
TexasRed fluor – alters Texas Red total fluorescence, flagging assay interference; TRb/SRC2 Texas Red total fluorescence interference; Potency, µM (doses to about 106 µM), without a hit: at the highest dose fluorescence change, negative = quenching; actives 0.29% (n = 280,000); AID 1479; active = well fitted curve in either direction with a large enough effect; inconclusive = small, poorly fitted or top-dose-only effect
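Flags fluorescent or light-absorbing compounds by total fluorescence, S + 2P, at 555 nm excitation and 632 nm emission. Mixture: 20 nM Texas Red SRC2 peptide, 0.6 uM human TRb LBD, 1 uM T3, 5% DMSO; compound exposure 5 h at ambient temperature.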
Tau ThT inhib – blocks human tau fibril formation measured by thioflavin T. P10636. actives 2.1% (n = 270,000). Potency, µM (doses to about 57.4 µM), inactives show top-dose activity, negative = inhibition, most hits filed as inhibitors. recombinant tau K18 P301L (four-repeat tau fragment), heparin-induced fibrillization, ThT fluorescence; also: nearly all actives have a fitted effect of over 55% in size
Target sequence (P10636 561-689 P618L limits assumed): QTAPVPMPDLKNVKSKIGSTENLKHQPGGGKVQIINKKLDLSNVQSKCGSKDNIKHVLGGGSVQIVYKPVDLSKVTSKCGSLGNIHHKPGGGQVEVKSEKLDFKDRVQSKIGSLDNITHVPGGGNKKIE
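Tau K18 P301L fragment (15 uM unlabeled plus 0.24 uM Alexa 594-labeled) in 100 mM sodium acetate pH 7 with compound, fibrillization induced by 20 uM heparin for 6 hr at 37 C. Thioflavin T (30 uM) added, fluorescence read after 1 hr (ex 450, em 510 nm).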
TRb SRC2 PPI – inhibitors of human thyroid hormone receptor beta-SRC2 interaction | P10828 | TRbeta-SRC2 peptide binding, fluorescence polarization; receptor liganded with 1 µM T3 | Potency, µM (titrated, usually from 106 µM), for inactives: top-dose activity change, negative = inhibition, most hits filed as inhibitors | actives 0.065% (n = 280,000);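 also: plate controls were bound peptide for no effect and peptide without receptor for full effect; nearly all actives have a fitted effect of over 50% in size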
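Human TRb LBD (0.6 uM) plus Texas Red-labeled SRC2 peptide (20 nM), 1uM T3, 5% DMSO, 5 hr at ambient temperature. Decreased polarization (555/632 nm) flags inhibition; data normalized to free and bound peptide controls.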
L3MBTL1 block – blocks human L3MBTL1; AlphaScreen L3MBTL1–H3K9me1 peptide binding; Potency, µM (doses to about 57.1 µM), inactives show at the highest dose activity, negative = inhibition, hits mostly inhibitors; actives 0.66% (n = 230,000); AID 485360; also: nearly all actives have a fitted effect of over 60% in size
Target sequence (Q9Y468 whole entry, looked up): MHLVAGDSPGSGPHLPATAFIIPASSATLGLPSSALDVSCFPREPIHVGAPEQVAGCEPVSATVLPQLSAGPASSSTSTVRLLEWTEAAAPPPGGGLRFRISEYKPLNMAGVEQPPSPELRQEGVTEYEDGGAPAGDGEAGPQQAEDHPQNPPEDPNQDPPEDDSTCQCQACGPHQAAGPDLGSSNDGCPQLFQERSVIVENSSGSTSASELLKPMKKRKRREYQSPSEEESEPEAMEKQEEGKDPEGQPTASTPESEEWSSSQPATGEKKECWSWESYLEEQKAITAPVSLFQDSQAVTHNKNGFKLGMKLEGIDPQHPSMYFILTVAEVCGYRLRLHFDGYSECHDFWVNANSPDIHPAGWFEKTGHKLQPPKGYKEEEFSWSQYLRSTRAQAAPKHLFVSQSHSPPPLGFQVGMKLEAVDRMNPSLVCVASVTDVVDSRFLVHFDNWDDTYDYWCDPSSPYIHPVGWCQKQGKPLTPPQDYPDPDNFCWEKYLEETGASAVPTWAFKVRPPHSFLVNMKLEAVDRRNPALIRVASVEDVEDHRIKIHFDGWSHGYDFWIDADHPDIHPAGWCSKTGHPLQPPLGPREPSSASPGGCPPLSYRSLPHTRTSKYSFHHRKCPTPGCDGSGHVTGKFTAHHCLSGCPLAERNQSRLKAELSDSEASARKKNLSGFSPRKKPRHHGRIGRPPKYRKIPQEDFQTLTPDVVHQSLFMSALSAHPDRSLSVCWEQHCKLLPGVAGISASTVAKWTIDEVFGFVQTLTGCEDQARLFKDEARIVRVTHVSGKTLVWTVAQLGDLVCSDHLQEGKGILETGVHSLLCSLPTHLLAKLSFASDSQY
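L3MBTL1 50 nM + b-AHA-H3(1-15)K9me1 75 nM, 30 min RT; compound added, 30 min RT; streptavidin donor/Ni-chelate acceptor beads 10 ug/mL each final, 30 min RT dark; AlphaScreen read.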
Tau fibril FP – inhibitors of human tau fibril formation | K18 P301L tau heparin fibrillization, Alexa594 FP, 6 h | actives 0.39% (n = 280,000) | Potency, µM (doses to about 57.7 µM), inactives show at the top dose activity, negative = inhibition, actives largely listed as inhibitors; also: nearly all actives have a fitted effect of over 55% in size
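Recombinant K18 P301L […], labeled with Alexa 594 at 0.24 uM over 15 uM unlabeled; heparin inducer 20 uM final; 37 C, 6 hr; FP endpoint.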
* = called active by the depositor; ? = inconclusive; . = no result given; & = joins results of further samples; [ ] = another dose, or the depositor's remark. Unless noted, calls follow the shape of the dose curve; as a rule, active = well fitted curve in the direction sought with a large enough effect; inconclusive = small, poorly fitted or top-dose-only effect, or another doubt; inactive = no such curve, though single readings can be large; an effect the other way counts as inactive or inconclusive. Unless noted, % is scaled to controls: 0 for no effect and ±100 for the full control effect; potency is read from the fitted curve at half-maximal effect.

no.	mol	aGal spleen mod	ALDH1A1 inh	Tau fluor counter	TexasRed fluor
1	CN(CCNC(=O)c1cccc(N2CCCC2=O)c1)Cc1ccccc1	-18%	-5%	-3%	0%
2	COc1cc(NS(=O)(=O)c2ccc(NC(=S)NC(=O)C3CCCC3)cc2)nc(OC)n1	-10%	25µM*	-8%	0%
3	COCCNC(=O)CSc1ccccc1C(=O)O	-24%	-2%	7%	-8%
4	Cc1cccc(C(c2sc3nc(-c4ccco4)nn3c2O)N2CCN(Cc3ccccc3)CC2)c1 (stereo unspecified)	.	.	-15%	0%
5	Cc1c(C(=O)N(Cc2ccccc2)Cc2cccs2)cnn1-c1ccc(Cl)cc1	2%	?	-13%	-3%
6	CSc1ccc(-c2nc3cccc(C)n3c2Nc2ccc(Cl)cc2)cc1	.	.	?	3%
7	CC(C)NCC(O)c1ccc2ccccc2c1 (stereo unspecified)	-3%&2%	-8%&-4%	-6%&-9%	-1%&-1%
8	CCOC(=O)c1cc(NC(=O)CC(C)(C)CC(=O)O)ccc1N1CCCCC1	6%	-6%	-7%	-6%
9	O=C(O)c1cccc(S(=O)(=O)NCC2CCCO2)c1 (stereo unspecified)	8%	5%	-1%	-6%
10	CCOc1ccc(/C=N/NC(=O)c2nnn(-c3nonc3N)c2-c2ccc(OCC)cc2)cc1	12%	?	-3%	1%[53 µM]
11	O=C(CSc1ccc(-c2cccs2)nn1)Nc1cccc(F)c1	.	.	?	-2%
12	c1ccc(SCc2nc3ccccc3[nH]2)cc1	3%	6%	0%	1%
13	C=CCNS(=O)(=O)c1ccc2nsnc2c1	-7%	4%	-7%	6%
14	Cc1cccc(NC(=O)c2cc([N+](=O)[O-])ccc2N2CCCCC2)n1	-9%	?	?	0%
15	CCOC(=O)c1nnc2cc(-c3ccccc3)nn2c1C	0%	-8%	-2%	0%

no.	Tau ThT inhib	TRb SRC2 PPI	L3MBTL1 block	Tau fibril FP
1	-8%	-5%	.	9%
2	-10%	-5%	.	-7%
3	2%	-2%	3%	8%
4	-12%	0%	.	-11%
5	-18%	2%	-1%	5%
6	-10%	-2%	.	10%
7	0%&-2%	0%&4%	-5%	-1%&-2%
8	-4%	5%	-3%	2%
9	-7%	-5%	9%	-11%
10	9%	-9%[53 µM]	3%	?
11	-16%	-9%	.	?
12	-5%	8%	-1%	2%
13	-10%	3%	-2%	-4%
14	-11%	0%	-6%	13%
15	?	-15%	-2%	-5%

The list goes on.
no.	mol	aGal spleen mod	ALDH1A1 inh	Tau fluor counter	TexasRed fluor
16	Cc1cccc(NC(=O)Cn2nnc(-c3cccs3)n2)c1C	-2%	10%	-4%	0%
17	C=CCc1cccc(Cl)c1OCCON1C(=O)CCC1=O	5%	4%	-10%	-1%
18	COC(=O)c1ccc(C(=O)OC)c(NC(=O)CSCc2ccc(Cl)cc2)c1	8%	4%	-16%	-2%
19	O=C(Nc1ccc2nc(SCC(=O)N3CCCC3)sc2c1)c1ccc(F)cc1	.	.	-2%	-15%
20	COc1ccccc1N1CCN(C(=O)c2cccc(N3C(=O)NC4CC3(C)Oc3ccccc34)c2)CC1 (stereo unspecified)	-5%	-2%	-8%	-3%
21	O=S(=O)(NCc1ccccc1)c1ccc(S(=O)(=O)N(Cc2cccs2)CC2CCCO2)cc1 (stereo unspecified)	7%	14%	-13%	2%
22	CCOC(=O)c1ccccc1NC(=O)N1CCC(N2CCN(Cc3ccccc3)C(=O)C2=O)CC1	.	.	-9%	-3%
23	CCn1cc(-c2cc(C(=O)O)c3ccccc3n2)c(C)n1	-2%	?	10%	0%
24	O=C(O)Cn1c(CCS(=O)(=O)c2ccc(Br)cc2)nc2ccccc21	-5%	7%	0%	-1%
25	CCC(=O)Nc1cccc(-c2cn3ccsc3n2)c1	4%	-2%	-6%	-3%
26	Cc1cc(C(=O)c2ccc(C(C)(C)C)cc2)c(NC(=O)CCl)s1	3%	11µM*	-27%	-1%
27	CCCn1nc(CC(=O)OCC)c2ccccc2c1=O	-7%	2%	-2%	-3%
28	CC(C)CC(O)(CC(C)C)C(=O)NNc1ccccc1	-2%	7%	-2%	-3%
29	Cc1ccc(CSc2nnc(-c3cnccn3)n2C)cc1	5%	.	-23%	-2%
30	O=C(NCc1ccccn1)C1CN(S(=O)(=O)c2ccccc2)CCN1S(=O)(=O)c1ccccc1 (stereo unspecified)	-3%	-11%	-3%	-2%

no.	Tau ThT inhib	TRb SRC2 PPI	L3MBTL1 block	Tau fibril FP
16	-2%	-4%	2%	-1%
17	-7%	-12%	.	2%
18	-20%	-8%	-1%	?
19	-13%	0%	.	-4%
20	-7%	-14%	6%	-2%
21	-5%	-6%	.	0%
22	0%	2%	.	-2%
23	6%	7%	8%	3%
24	0%	-3%	?	-5%
25	-15%	3%	.	5%
26	?	2%	-26%	0%
27	-2%	-3%	11%	-2%
28	-4%	-17%	6%	1%
29	-23%	6%	0%	-9%
30	-7%	-6%	-5%	-2%

The list continues:
no.	mol	aGal spleen mod	ALDH1A1 inh	Tau fluor counter	TexasRed fluor
31	CC[C@H](C)[C@@H](NC(=O)O[C@@H]1C(=O)c2cc(OC)ccc2O[C@H]1c1ccc(OC)c(Br)c1)C(=O)OC	6%&8%	?	-7%&-16%	0%&-1%
32	CCn1cc(CNC(=O)c2cc([N+](=O)[O-])c(C)c([N+](=O)[O-])c2)cn1	-3%	8%	-8%	0%
33	Cc1cccc(C(=O)N2CCc3ccccc3C2)c1[N+](=O)[O-]	1%	-4%	-6%	-1%
34	Cc1ccc(-c2onc(C)c2C)cc1S(=O)(=O)Nc1ccccn1	.	.	-4%	-2%
35	Cc1cccc(N2CCN(c3nnc(C(F)(F)F)s3)CC2)c1	-1%	.	5%	-2%
36	Cc1nnc(NC(=O)CSc2nnc(CNC(=O)C34CC5CC(CC(C5)C3)C4)n2C2CCCCC2)s1	-2%	7%	-8%	-4%
37	O=C(c1ccco1)N1CCN(C(c2ccc(Cl)cc2)c2nnnn2Cc2ccccc2)CC1 (stereo unspecified)	-6%	?	-4%	-2%
38	CCN1C(C(=O)c2ccccc2)=C(OC(=O)c2ccccc2OC)c2ccccc2S1(=O)=O	.	.	-15%	-2%
39	O=C(Nc1cccc(Cl)c1)OC1CCCCc2cccnc21 (stereo unspecified)	4%	.	-20%	1%
40	CC(=O)c1c(C)[nH]c(C(=O)NCc2ccccn2)c1C	9%	3%	-9%	-1%
41	COCCCNCCOc1ccccc1-c1ccccc1	-5%	-4%	9%	-3%
42	O=C(Nc1ccc(CN2CCCCC2)cc1)c1ccc2c(c1)OCO2	-3%	-1%	1%	1%
43	CCn1ccnc1CN1CCC(CO)(CCOc2ccccc2)CC1	10%	3%	3%	4%
44	CCCCNc1nc2c(-c3cccc(C)c3)nnn2c2ccccc12	.	.	-8%	-2%
45	CC(=O)c1cc(-c2ccccc2)n(CC(=O)NCc2ccccc2C)c1C	.	.	-2%	?

no.	Tau ThT inhib	TRb SRC2 PPI	L3MBTL1 block	Tau fibril FP
31	-2%&-6%	6%&0%	-1%	4%&3%
32	-3%	-5%	-2%	-2%
33	-5%	-1%	11%	-2%
34	3%	3%	.	-7%
35	.	-4%	.	3%
36	?	-9%	-12%	-9%
37	-16%	-8%	-5%	9%
38	?	2%	.	-14%
39	.	1%	.	-7%
40	-9%	-7%	.	9%
41	1%	-8%	?	2%
42	2%	1%	-3%[11.4 µM]	3%
43	-2%	-3%	-3%	-8%
44	0%	-7%	.	-5%
45	2%	-6%	.	?

Among those listed so far, 5 have a thiophene ring, fused or not.
no.	mol	aGal spleen mod	ALDH1A1 inh	Tau fluor counter	TexasRed fluor
5	Cc1c(C(=O)N(Cc2ccccc2)Cc2cccs2)cnn1-c1ccc(Cl)cc1	2%	?	-13%	-3%
11	O=C(CSc1ccc(-c2cccs2)nn1)Nc1cccc(F)c1	.	.	?	-2%
16	Cc1cccc(NC(=O)Cn2nnc(-c3cccs3)n2)c1C	-2%	10%	-4%	0%
21	O=S(=O)(NCc1ccccc1)c1ccc(S(=O)(=O)N(Cc2cccs2)CC2CCCO2)cc1 (stereo unspecified)	7%	14%	-13%	2%
26	Cc1cc(C(=O)c2ccc(C(C)(C)C)cc2)c(NC(=O)CCl)s1	3%	11µM*	-27%	-1%

no.	Tau ThT inhib	TRb SRC2 PPI	L3MBTL1 block	Tau fibril FP
5	-18%	2%	-1%	5%
11	-16%	-9%	.	?
16	-2%	-4%	2%	-1%
21	-5%	-6%	.	0%
26	?	2%	-26%	0%

The results go on.
no.	mol	aGal spleen mod	ALDH1A1 inh	Tau fluor counter	TexasRed fluor
46	O=C(COc1ccc(Cl)cc1Cl)NCc1ccncc1	?	?	-1%	-1%
47	Cc1cc(C)cc(NC(=O)C(C)N2Cc3ccccc3C2=O)c1 (stereo unspecified)	.	.	-7%	7%
48	O=C(O)c1ccc(NS(=O)(=O)c2cc(Cl)ccc2Cl)cc1	6%	8%	-2%	1%
49	COc1cc(OC)cc(C(=O)NCC(=O)OCc2nc3ccccc3s2)c1	6%	-8%	-20%	0%
50	CC(=O)NCCSC(=O)c1ccc(F)cc1	2%	-6%	4%	-1%
51	CSc1ccccc1NC(=O)c1ccc(Br)o1	3%	-9%	-8%	-2%
52	CSc1nsc(SC)c1NC(=O)Nc1ccccc1C	14%	?	8%	-1%
53	O=C(NCc1cccnc1)C1CCN(c2ccc(S(=O)(=O)N3CCOCC3)cc2Cl)CC1	-8%	5%	-9%	-1%

no.	Tau ThT inhib	TRb SRC2 PPI	L3MBTL1 block	Tau fibril FP
46	-1%	-19%	-4%	3%
47	0%	-2%	.	0%
48	-2%	9%	6%	0%
49	?	-6%	.	-12%
50	-2%	-4%	.	6%
51	-7%	-14%	.	5%
52	6%	-6%	?	7%
53	-15%	0%	4%	-11%

Bioassay records from PubChem.
